# Screening data (PubChem BioAssay)
# STAT1 activator: STAT1 signaling activators, primary screen, cell-based, HTS, luciferase reporter; activation (% of control), % at 5.5 µM; NIH 3T3 STAT1-luciferase reporter, IFN-gamma, luminescence; 100% = IFN-gamma alone, no compound; hit rate 2.6% among 200,000;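 active = activation above the screen-wide mean activation plus 3 SD, cut at about 130% in these data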;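 note: raw ratio to IFN-gamma control signal so 100% means no change and 0% no light; values of inactives mirror those of a sister screen read the other way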
# STAT3 act: IL-6 driven STAT3 reporter potentiators, primary screen, U3A cells, luciferase, luminescence, MLSCN library; activation (% of control), % at 5.6 µM; IL-6 STAT3-luciferase reporter; 100% = signal with IL-6 EC80 alone; hit rate 0.91% among 190,000;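 active = activation above the screen-wide mean of compound activation plus 3 SD, cut at about 130% in these data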;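 note: 0% = background luminescence of wells with medium and substrate only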
#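 Material: STAT1-lacking human U3A cells, STAT3 luciferase reporter | Benchmarks: IL-6-only wells as 100% reference | Probe or stimulus: IL-6 (33 ng/mL) | Timing: Compound 1 h, then IL-6 6 h at 37 °C | Detection: Luminescence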
# G6PDH CS: L. mesenteroides G6PDH inhibitors, counter-screen for G6PDH-coupled screening assays, biochemical, Leuconostoc mesenteroides enzyme. glucose-6-phosphate dehydrogenase [Leuconostoc mesenteroides]. Purified L. mesenteroides G6PDH, diaphorase/resazurin coupled fluorescence, 45 min. inhibition, % at 5 µM. hit rate 0.12% among 200,000; in the data active = inhibition above about 50%
# Diaph inh CS: diaphorase inhibitors and chemical oxidizers, primary screen, counter-screen for diaphorase-coupled primary assays, biochemical, uHTS, resorufin fluorescence. diaphorase resazurin-to-resorufin fluorescence, NADH, 16 min; bacterial (C. kluyveri) enzyme, not human. hit rate 0.69% among 190,000. AID 1217, 2008. inhibition, % at 20 µM;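 active = primary screen inhibition at 20 µM above a set limit, cut at about 50% in these data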;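 note: plate controls were DMSO with full reaction for no effect and wells lacking NADH for full effect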
#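 Assay system – diaphorase enzyme from Clostridium kluyveri · Amount – diaphorase 0.14 U/mL (working solution) · Times – reaction incubation of 16 min at room temperature · Controls – No-NADH positive control and DMSO neutral control · Signal – resorufin fluorescence 544/590 nm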
# APP transl inh: inhibitors of APP translation via 5'UTR reporter, primary screen, APP 5'UTR luciferase, SH-SY5Y cells; SH-SY5Y APP 5'UTR-luciferase reporter, luminescence; inhibition, % at 2 µM; hit rate 0.82% among 190,000;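 active = inhibition above a set limit, derived from the sample mean plus 3 SD, cut at about 45% in these data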; note: values of inactives mirror those of a sister screen read the other way
# Hsp70 act: Hsp70 transcriptional activators, primary screen, cell-based, HeLa, Hsp70 promoter luciferase, luminescence, 10 µM | HeLa Hsp70 promoter luciferase reporter; scaled: vehicle 0, proteasome-inhibitor control 100% | activation, % at 10 µM | hit rate 0.04% among 200,000 | AID 1203, 2008;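 active = activation above the mean across all tested compounds plus 3 SD, cutoff set per campaign, cut at about 5.5% in these data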;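 note: 100% = MG132 at 30 µM as the positive control and 0% = DMSO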
# Diaph act CS: compounds boosting diaphorase resazurin reduction – biochemical, uHTS, resorufin fluorescence, counter-screen for diaphorase-coupled primary assays, primary screen; activation factor at 20 µM; hit rate 0.005% among 190,000; Diaphorase/resazurin coupled assay, 16 min; hits give high values; 1 = vehicle wells, 0 = NADH-free wells; AID 1229, 2008;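 active = diaphorase activity raised at least twofold by the compound at 20 µM; inactive = activation factor below 2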
#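 Test system: Clostridium kluyveri diaphorase, purified enzyme; input: enzyme 0.07 U/mL final; buffer or medium: 50 mM HEPES pH 7.4 with 4.542 mM MgCl2, 0.005% Tween 20; also added: 0.114 mM NADH and 0.1 mM resazurin, final amounts; schedule: 16 min enzyme reaction, ambient temperature; technique: fluorescence of resorufin, 544 nm excitation, 590 nm emission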
# STAT1 blocker: STAT1 signaling inhibitors, primary screen, cell-based, HTS, luciferase reporter; NIH 3T3 STAT1-luciferase reporter, IFN-gamma, luminescence; inhibition, % at 5.5 µM; hit rate 0.35% among 200,000; AID 920, 2007;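 active = inhibition above a set limit, the mean inhibition across all tested compounds plus 3 SD, cut at about 34% in these data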;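 note: 0% = IFN-gamma with DMSO and 100% = IFN-gamma with 300 µM nifuroxazide; values of inactives mirror those of a sister screen read the other way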
# TLR4-MyD88 BLA: inhibitors of TLR4-MyD88 association in cells, primary screen, cell-based, HeLa CL3-4, BLA complementation, FRET ratio; hit rate 0.18% among 200,000; Toll-like receptor 4 (Homo sapiens) + Myeloid differentiation primary response protein …; AID 861, 2007; inhibition, % at 8.4 µM; HeLa CL3-4 TLR4/MyD88 BLA complementation; in the data active = inhibition above about 25%;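 note: 0% = vehicle and 100% = reference inhibitor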
# Target sequence (O00206 whole entry, looked up): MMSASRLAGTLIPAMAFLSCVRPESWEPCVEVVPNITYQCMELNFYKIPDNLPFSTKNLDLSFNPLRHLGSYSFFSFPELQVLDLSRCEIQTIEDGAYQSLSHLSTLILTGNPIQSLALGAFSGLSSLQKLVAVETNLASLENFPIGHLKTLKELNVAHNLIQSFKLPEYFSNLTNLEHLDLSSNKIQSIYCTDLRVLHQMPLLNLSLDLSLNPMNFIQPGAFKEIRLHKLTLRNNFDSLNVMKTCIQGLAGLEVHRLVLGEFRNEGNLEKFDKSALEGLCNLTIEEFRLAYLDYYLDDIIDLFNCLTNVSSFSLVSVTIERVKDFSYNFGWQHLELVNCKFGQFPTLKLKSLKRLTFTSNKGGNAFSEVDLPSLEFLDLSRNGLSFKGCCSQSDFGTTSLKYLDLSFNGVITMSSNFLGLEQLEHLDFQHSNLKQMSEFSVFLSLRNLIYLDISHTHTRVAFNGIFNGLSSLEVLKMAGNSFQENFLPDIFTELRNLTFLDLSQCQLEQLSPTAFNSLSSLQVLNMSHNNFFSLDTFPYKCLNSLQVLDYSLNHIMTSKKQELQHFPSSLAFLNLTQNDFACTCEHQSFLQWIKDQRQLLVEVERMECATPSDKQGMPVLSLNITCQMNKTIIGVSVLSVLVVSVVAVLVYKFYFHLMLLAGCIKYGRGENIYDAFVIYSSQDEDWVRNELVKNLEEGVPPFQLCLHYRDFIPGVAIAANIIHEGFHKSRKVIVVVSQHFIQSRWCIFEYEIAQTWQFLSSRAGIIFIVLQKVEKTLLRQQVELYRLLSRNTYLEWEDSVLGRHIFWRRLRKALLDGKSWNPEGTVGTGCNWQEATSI
# Target sequence (Q99836 whole entry, looked up): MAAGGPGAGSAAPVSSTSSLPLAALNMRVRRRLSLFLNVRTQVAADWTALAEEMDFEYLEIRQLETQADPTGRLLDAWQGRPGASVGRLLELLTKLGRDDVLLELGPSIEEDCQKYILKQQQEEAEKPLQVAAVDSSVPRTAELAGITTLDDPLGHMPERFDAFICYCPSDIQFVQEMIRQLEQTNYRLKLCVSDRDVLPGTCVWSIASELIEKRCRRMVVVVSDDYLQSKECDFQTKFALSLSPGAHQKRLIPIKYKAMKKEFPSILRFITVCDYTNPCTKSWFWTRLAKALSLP
# STAT3 blocker: IL-6 driven STAT3 reporter inhibitors, primary screen, U3A cells, luciferase, luminescence, MLSCN library. hit rate 0.89% among 190,000. IL-6 STAT3-luciferase reporter; host cell line lacks STAT1. inhibition, % at 5.5 µM;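 active = inhibition above the mean inhibition across all screened compounds plus 3 SD, cut at about 44% in these data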;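 note: 0% = DMSO only wells and 100% = 100 µM nifuroxazide control wells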
# The depositor's hits bear a star; / = not tested or not shown; & = joins results of further samples; ! = not active in a repeat.
SMILES,STAT1 activator,STAT3 act,G6PDH CS,Diaph inh CS,APP transl inh,Hsp70 act,Diaph act CS,STAT1 blocker,TLR4-MyD88 BLA,STAT3 blocker
c1ccc(CSc2nnc(-c3ccco3)c(-c3ccco3)n2)cc1,98,102,-18,53*,-20,-0.1,0.5,1,-12,4
COCCNc1nc2nonc2nc1N1CCCC1c1nccs1 (centres undefined),86,93,13,0,-2,-0.2,1,13,11,12
N#Cc1ccc(NC(=O)COC(=O)C2=COCCO2)cc1,95,99,5,3,-9,-0.2,1,5,-10,8
CCOc1ccc(S(=O)(=O)Nc2cc(C)ccn2)c2ccccc12,90,100,7,8,-7,-0.2,0.9,11,-9,2
CCCCNC(=O)Nc1c(C(=O)OC)[nH]c2ccc(C)cc12,93,98,3,-6,-12,-0.5,1.1,8,-13,2
CSc1ccc(-c2cc(=O)c3ccccc3o2)cc1,134*,141*,-34,28,-142,0.8,0.7,-37,14,-45
Nc1nc(N)nc(-c2ccccn2)n1,102,101,29,-4,7,-0.4,1,-2,0,5
CC(=O)N/C(=C\c1cccc([N+](=O)[O-])c1)C(=O)NC(C)C,102,103,-1,22,2,-0.1,0.8,-2,-7,-5
Cc1nnc(SCC(=O)c2cc(C)n(-c3ccc4c(c3)OCO4)c2C)s1,97,84,4,28,-19,-0.3,0.7,3,-16,23
Cc1cccc(NC(=O)Cn2cccc2)c1,96,95,3,9,-11,0.1,0.9,5,-1,8
COc1cc(C)nc(Oc2ccc(/C=N/O)cc2)n1,100,99,-1,12,-10,0.0,0.9,1,-30,6
Cc1ccc(C2NNC(=O)C2NC(=O)c2ccccc2)cc1 (centres undefined),111,106,16,16,-27,0.0,0.8,-12,-10,-9
CCN1CCN(C(=O)Nc2cc(Cl)ccc2OC)CC1,107,95,0,8,-22,-0.2,0.9,-7,-10,14
CCOC(=O)C1(CCOc2ccccc2)CCN(Cc2cccn2-c2cccnc2)CC1,87,104,4,-4,2,-0.2,1,13,-7,0
CC1CCCC(NC(=O)COC(=O)/C=C/c2ccc3c(c2)OCO3)C1C (centres undefined),102,103,-12,6,-3,-0.4,0.9,-2,-1,0
O=C(N/N=C/c1cccs1)c1ccc(-n2cccc2)cc1,115,98,11,2,-7,-0.3,1,-18,19,6
Cc1ccc(C23CC4CC(CC(NC(=O)N5CCN(C)CC5)(C4)C2)C3)cc1,92,104,-2,4,-2,-0.2,1,4,11,-2
CCOc1ccc(C2/C(=C(/O)c3ccc(F)cc3)C(=O)C(=O)N2CCCN(C)C)cc1 (centres undefined),99,107,5,21,5,-0.2,0.8,1,9,-2
Cc1ccc(OCCN2CCN(c3ncnc4sc(C)c(C)c34)CC2)cc1,78,35,0,14,/,-0.2,0.9,24,-9,79*
CC(=O)N(CCC(Cc1ccccc1)c1ccc2c(c1)OCO2)Cc1ccc(Cl)cc1 (centres undefined),95,107,-11,26,-3,0.1,0.7,5,-9,-1
Cc1n[nH]c(C)c1S(=O)(=O)N1CCCC(C(=O)NCc2ccccc2Cl)C1 (centres undefined),94,102,2,-11,-1,-0.5,1.1,6,-12,2
c1cc2c(cc1Oc1nc(N3CCOCC3)nc(N3CCOCC3)n1)OCO2,90,99,3,2,0,0.0,1,2,1,5
CCOc1cc(OCC)cc(C(=O)NC(=S)Nc2cccc(C(F)(F)F)c2)c1,96,99,3,5,9,0.0,1,4,-22,6
CCSC1=NCCN1S(=O)(=O)c1ccc(F)cc1,98,98,-2,-10,-4,-0.3,1.1,1,4,6
COc1ccc(-c2nn(-c3ccccc3)cc2/C=N/Nc2ccc(S(N)(=O)=O)cc2[N+](=O)[O-])cc1OC,103,100,6,29,-7,0.3,0.7,-5,10,7
CC(=O)c1cnc2cc(-c3ccccc3)nn2c1C,170*,86,-17,12,-16,0.2,0.9,-77,6,19
COc1ccccc1Oc1ccc(N/C=C2/CCCC2=O)cc1,110,97,-1,14,-17,0.0,0.9,-11,12,5
COc1cccc(NC(=O)Cc2nnc(SCC(=O)NC(C)c3ccccc3)n2C)c1 (centres undefined),92,99,-7,11,13,0.0,0.9,10,3,2
COc1ccc(F)cc1CN1CCN(c2cc(C)nc3c4c(C)cc(C)nc4nn23)CC1,95,104,3,-4,-8,-0.5,1,5,7,1
CCc1ccc(C(=O)OCC(=O)NCC(F)(F)F)cc1,96,101,-3,0,-18,-0.3,1,4,9,-1
CO/N=C/c1c(-c2ccc(Cl)cc2)nc2cc(C)ccn12,95,80,-5,13,-11,-0.4,0.9,4,1,27
CC(=O)OC1CSC2c3ccccc3C(=O)N2Cc2sccc21 (centres undefined),99,95,6,8,-14,0.0,0.9,-1,-1,10
COC(=O)C1NN=C(C(=O)c2ccc(Br)cc2)C1c1cccc(Br)c1 (centres undefined),93,116,6,17,-9,-0.1,0.8,8,-2,-13
Cc1nn(-c2ccccc2)c(N)c1C(O)(C(F)(F)F)C(F)(F)F,93,97,7,0,3,-0.1,1,8,-7,6
CCOc1cccc(NCc2cc3c(C(C)(C)C)nn(-c4ccccc4)c3[nH]c2=O)c1,97,99,4,22,4,-0.3,0.8,3,3,2
Nc1nc(SCC(=O)N2CCCc3ccccc32)[nH]c(=O)c1-c1ccccc1,103,127,-2,2,18,-0.3,1,-3,0,-30
O=C(Nc1cccc([N+](=O)[O-])c1)c1ccncc1,107,105,2,12,-15,-0.2,0.9,-8,0,-3
O=C(Nc1ccc(CN2CCOCC2)cc1)c1ccc(-c2ccc(Br)cc2)o1,104,79,0,6,-6,-0.5,0.9,-1,4,29
CCN1C(=O)N(CC)C2NC(=S)NC21 (centres undefined),98,98,2,6,-16,-0.4,0.9,2,6,8
COc1ccc(C(=O)NCCc2nnc(SCc3nc4ccccc4c(=O)[nH]3)n2C)cc1,98,103,2,8,-26,-0.4,0.9,2,-18,0
N#CC1=C(S)N=C(N)C(c2nc(-c3ccccc3)cs2)C12CCCC2 (centres undefined),94,92,7,20,-13,0.3,0.8,7,-11,8
Fc1ccccc1C1CCN(Cc2nc(CC3CC3)no2)C1 (centres undefined),117,112,8,17,-40,0.2,0.8,-21,-4,-8
CC(C)(C)NC(=O)Nc1cccc(Cl)c1Cl,91,82,9,15,-12,0.0,0.9,8,-13,25
CCN(CC)CCn1c2ccc(Cl)cc2c2nc(C)sc21,94,105,6,3,-21,-0.2,1,7,-1,-2
Cc1cc(C(F)(F)F)nc(SCC(=O)NC2=NC(=O)C(C)S2)n1 (centres undefined),102,97,-28,17,-2,0.1,0.8,-2,-11,6
CCOc1cc(C(=O)NC)cc(OCC)c1OCC,105,106,5,8,1,-0.5,0.9,-5,0,-1
COc1ccc(-c2cc(-c3ccccc3)c(C#N)c(SCC(=O)Nc3ncc(C)s3)n2)cc1,97,111,0,6,0,-0.4,0.9,4,-12,-6
COc1ccc2nc(C)cc(SCC(=O)O)c2c1,107&105,140*!,-2&-6,22&20,-9&12,0.0&-0.2,0.8&0.8,-8&-6,1&4,-40&4
Cc1cc(/C=N/n2cnnc2)c(C)n1-c1ccc(OCc2ccc(F)cc2)cc1,87,69,1,27,-13,-0.3,0.7,14,2,42
CCCCCCC(=O)Nc1ccc(C(=O)N2CCCC2)cc1,105,98,7,12,12,-0.5,0.9,-1,-7,4
CCn1c(COc2ccc(Cl)cc2)nnc1SCC(=O)Nc1ccc2c(c1)OCO2,105,102,4,16,-16,-0.1,0.8,-6,7,1
CC1(C)CC(=O)C2=C(C1)N=C1SCCC(=O)N1C2c1cccc([N+](=O)[O-])c1 (centres undefined),100,96,10,1,6,0.2,1,-1,8,13
Cc1ccc(C2=Nc3ccccc3N(C(=O)c3ccccc3)C(C)C2)cc1 (centres undefined),97,86,5,2,10,-0.1,1,3,5,20
CS(=O)(=O)Nc1ccc(C(=O)NCCSCc2c(F)cccc2Cl)cc1,98,101,6,5,13,-0.2,1,0,-11,4
CCOC(=O)CN(C(=O)CSc1nnc(-c2ccncc2)n1CCCN(C)C)c1ccccc1,93,100,-6,21,-1,-0.2,0.8,8,-5,6
O=C(Cn1nc(-c2ccc(F)cc2)ccc1=O)Nc1ccc(C(=O)NC2CC2)cc1,92,97,10,10,/,-0.3,0.9,8,-3,2
Cn1nnc(C(O)CNCc2cccs2)n1 (centres undefined),101,101,0,12,4,0.2,0.9,-1,8,8
COc1cccc(N/C=C/C(=O)c2ccc(Cl)cc2)c1,180*,86,0,12,-198,-0.2,0.9,-91,-4,19
COc1ccc(CCNc2oc(COc3ccccc3Cl)nc2C#N)cc1OC,93,92,7,28,-1,-0.1,0.7,8,-2,15
N#Cc1ccc(NC(=O)c2cc(=O)c3ccccc3o2)cc1,107,82,-2,-2,-6,-0.1,1,-9,-1,27
Cc1nsc2c1ccc1ccccc12,107,94,11,4,-2,-0.2,1,-10,2,10

# Grouped by structure, those above containing bromine.
SMILES,STAT1 activator,STAT3 act,G6PDH CS,Diaph inh CS,APP transl inh,Hsp70 act,Diaph act CS,STAT1 blocker,TLR4-MyD88 BLA,STAT3 blocker
COC(=O)C1NN=C(C(=O)c2ccc(Br)cc2)C1c1cccc(Br)c1 (centres undefined),93,116,6,17,-9,-0.1,0.8,8,-2,-13
O=C(Nc1ccc(CN2CCOCC2)cc1)c1ccc(-c2ccc(Br)cc2)o1,104,79,0,6,-6,-0.5,0.9,-1,4,29
